Assay outcomes deposited in PubChem by National Center for Advancing Translational Sciences (NCATS).
TSG101-PTAP inh – qHTS Assay for Iinhibitors of HIV-1 Budding by Blocking the Interaction of PTAP/TSG101; Fluorescence polarization, FITC-PTAP peptide / Tsg101 binding; 340,000 tested, under 10 active; AID 493005, 2010; Potency, µM (top dose mostly 115 µM), inactives show top-dose activity change, negative = inhibition, hits mostly inhibitors; Tumor susceptibility gene 101 protein (Homo sapiens), Q99816; active means well fitted inhibition curve with a large enough effect in the main read-out, with a control signal flat, not every such curve was filed as active; inconclusive means small, poorly fitted or top-dose-only effect, or effect the other way, or a change in a side signal; inactive means no such curve, though single readings can be large or run the other way; further: potency means the concentration at half of the fitted maximal effect; % of control where 0% means no effect
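Compounds were pin-transferred onto Tsg101 binding domain (10 uM final) in HEPES pH 7.5 buffer, then FITC-PTAP peptide was added at 50 nM final. After 20 min at RT, polarization reported peptide displacement across a qHTS concentration series.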
Integrin act MD – qHTS for Activators of Integrin-Mediated Alleviation for Muscular Dystrophy; alpha7betagal myoblasts, beta-gal FDG fluorescence, 48 h; Potency, µM (titrated, usually from 38.3 µM), inactives show top-dose activation, hits mostly activators; hit rate 0.064% among 350,000;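 further: potency means the concentration at half of the fitted maximal effect; 100% = response of the positive control SU9516; nearly all actives have a fitted effect of over 60% in size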
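Alpha7betagal+/- myoblasts (passage 13) were plated 16-24 hr, then exposed to compounds (1:260 dilution of DMSO stock) for 48 hours at 37C. After MPER lysis, β-galactosidase reporter activity was read as FDG fluorescence (ex 480/em 540) after 30 minutes.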
A-T KAP1 phos – qHTS Assay for Identifying a Potential Treatment of Ataxia-Telangiectasia; […] A-T fibroblasts, KAP-1 phosphorylation AlphaLISA; neocarzinostatin DNA damage 30 min before lysis; Potency, µM (titrated, usually from 57.5 µM), without a hit: at the top dose activation, usual class: activators; hit rate 0.19% among 320,000; AID 485349, 2010; further: potency means the concentration at half of the fitted maximal effect; % of control where 0% means no effect; nearly all actives have a fitted effect of over 45% in size
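hTERT-immortalized A-T patient fibroblasts ([…]), 500 cells/well in OPTI-MEM, 1% FBS, got compounds for 60 min, then NCS for 30 min at 37C. Lysates were then assayed for phospho-KAP-1 by AlphaLISA (anti-pKAP1 donor, anti-KAP1 acceptor beads), 6 hr at 25C.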
TSHR antagonist – Antagonists of the Thyroid Stimulating Hormone Receptor: HTS campaign | Thyrotropin receptor (Homo sapiens), P16473 | TSHR-expressing cells, TSH-stimulated cAMP HTRF, 2 h; stronger effect = lower value | activity change, negative = inhibition, % at 11.5 µM | hit rate 0.2% among 330,000;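 active means activity change below a set negative limit, meaning inhibition stronger than a set level, cut at about -70% in these data; inconclusive means activity change between two set negative limits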; further: on the % scale 0 is the no-effect control and ±100 the full control effect
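Inhibition of cAMP made by TSHR-expressing cells under TSH stimulation (4nM final, EC80; 2 h, 37 deg C) is quantified with a one-step lysis HTRF kit, anti-cAMP cryptate versus cAMP-d2.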
MBNL1-CUG inh – qHTS Assay for Inhibitors of MBNL1-poly(CUG) RNA binding; Muscleblind-like protein 1 (Homo sapiens), Q9NR56; TR-FRET MBNL1-His/biotin-(CUG)12 binding, 665/545 ratio; Potency, µM (series often up to 57.5 µM), inactives show top-dose activity change, negative = inhibition, most hits filed as inhibitors; hit rate 0.036% among 280,000; active means well fitted inhibition curve with a large enough effect in the signal ratio, with a control signal flat, not every such curve was filed as active; inconclusive means small, poorly fitted or top-dose-only effect, or effect the other way, or a change in a side signal; inactive means no such curve, though single readings can be large or run the other way; the % refers to the signal ratio; further: potency means the concentration at half of the fitted maximal effect; on the % scale 0 is the no-effect control and ±100 the full control effect
Target sequence (Q9NR56 whole entry, looked up): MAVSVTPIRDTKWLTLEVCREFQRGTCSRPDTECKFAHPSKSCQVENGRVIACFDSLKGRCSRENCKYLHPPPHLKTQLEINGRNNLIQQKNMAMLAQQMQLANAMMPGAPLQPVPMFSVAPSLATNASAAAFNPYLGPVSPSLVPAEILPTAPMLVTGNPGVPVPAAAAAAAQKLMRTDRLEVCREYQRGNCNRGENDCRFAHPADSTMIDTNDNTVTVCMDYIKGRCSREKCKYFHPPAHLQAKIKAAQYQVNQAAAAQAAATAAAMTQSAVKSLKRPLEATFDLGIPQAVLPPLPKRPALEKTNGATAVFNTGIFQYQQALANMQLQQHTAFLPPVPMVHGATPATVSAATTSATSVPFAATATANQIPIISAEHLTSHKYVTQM
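Ratiometric TR-FRET (665 over 545 nm, excitation 340 nm) tracks disruption of MBNL1-His/biotin-(CUG)12 complex after 60 min at room temperature, with compounds at 92 nM to 58 uM final.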
S-ASM inh – Inhibitors of Secretory Acid Sphingomyelinase (S-ASM): qHTS. Potency, µM (top dose mostly 57.5 µM), inactives show top-dose activity change, negative = inhibition, most hits filed as inhibitors. AID 504937, 2011. Sphingomyelin phosphodiesterase (Homo sapiens), P17405. placental ASM, HMU-PC fluorogenic substrate, 60 min. hit rate 0.006% among 340,000; further: potency means the concentration at half of the fitted maximal effect
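Steps: dispense placental human ASM, pin compound, wait 10 min at room temperature, add HMU-PC0 substrate at 9 uM final, incubate 60 min at 37 °C, add stop solution raising pH to 10, read fluorescence.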
MLL CXXC-DNA inh – qHTS Fluorescence Polarization Assay for Inhibitors of MLL CXXC domain - DNA interaction; Histone-lysine N-methyltransferase 2A (Homo sapiens), Q03164; MLL-CXXC / FITC-HOXA9 DNA fluorescence polarization; Potency, µM (highest dose often 115 µM), inactives show top-dose activity change, negative = inhibition, most hits filed as inhibitors; hit rate 0.037% among 290,000; AID 2662, 2010; active means well fitted inhibition curve with a large enough effect in the polarisation, with a control signal flat, not every such curve was filed as active; inconclusive means small, poorly fitted or top-dose-only effect, or effect the other way, or a change in a side signal; inactive means no such curve, though single readings can be large or run the other way; the % refers to the polarisation; further: potency means the concentration at half of the fitted maximal effect
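Steps: dispense CXXC domain solution (7 uM) → pin compounds or unlabeled HOX-A9 DNA control → 5 min ambient → add FLSN-HOX-A9 solution (50 nM) → spin → 30 min ambient → fluorescence polarization. Tris pH 7.5/NaCl/DTT/BSA buffer.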
TCR activator – Activators of T cell receptors: qHTS campaign; primary human leukocytes, anti-CD3, IL-2 HTRF, 48 h; Potency, µM (titrated, usually from 9.22 µM), without a hit: top-dose activation of IL-2 secretion, usual class: activators; 330,000 tested, under 10 active; AID 504894, 2011; further: % of control where 0% means no effect
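HTRF read-out of IL-2 secretion: europium cryptate donor excited at 320nm, d2 acceptor emission at 665nm. Cells were primary human leukocytes incubated 48 hr with compounds and a-CD3 beads, supplying TCR signal only.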
Mito fusion act – qHTS Assay for Small Molecule Inhibitors of Mitochondrial Division or Activators of Mitochondrial Fusion | S. cerevisiae fusion-defective mutant growth rescue, CellTiterGlo 48 h | Potency, µM (top dose mostly 46.1 µM), inactives show at the top dose growth rescue (activation), hits mostly activators | hit rate 0.23% among 320,000 | AID 485298, 2010;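 further: potency means the concentration at half of the fitted maximal effect; % of control where 0% means no effect; nearly all actives have a fitted effect of over 45% in size; temperature-sensitive fusion mutants such as fzo1-1 at 37 °C on non-fermentable ethanol glycerol medium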
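Yeast fusion mutant, YPEG (non-fermentable carbon), compound, 48 h at 37C non-permissive; CellTiterGlo added, 10 min RT, luminescence read. Rescued growth = division inhibition.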
Menin MLL FP TR – qHTS Assay for Inhibitors Targeting the Menin-MLL Interaction in MLL Related Leukemias: Competition With Texas Red Labeled MLL-derived Mutant Peptide. AID 1768, 2009. O00255. Menin + Texas Red MLL mutant peptide, fluorescence polarization. hit rate 0.23% among 270,000. Potency, µM (doses to about 61.6 µM), for the others: at the highest dose FP activity change, negative = inhibition, hits mostly inhibitors; active means well fitted inhibition curve with a large enough effect in the polarisation, with a control signal flat, not every such curve was filed as active; inconclusive means small, poorly fitted or top-dose-only effect, or effect the other way, or a change in a side signal; inactive means no such curve, though single readings can be large or run the other way; the % refers to the polarisation; further: potency means the concentration at half of the fitted maximal effect; % of control where 0% means no effect; many of its hits are not listed in these tables
Target sequence (O00255 whole entry, looked up): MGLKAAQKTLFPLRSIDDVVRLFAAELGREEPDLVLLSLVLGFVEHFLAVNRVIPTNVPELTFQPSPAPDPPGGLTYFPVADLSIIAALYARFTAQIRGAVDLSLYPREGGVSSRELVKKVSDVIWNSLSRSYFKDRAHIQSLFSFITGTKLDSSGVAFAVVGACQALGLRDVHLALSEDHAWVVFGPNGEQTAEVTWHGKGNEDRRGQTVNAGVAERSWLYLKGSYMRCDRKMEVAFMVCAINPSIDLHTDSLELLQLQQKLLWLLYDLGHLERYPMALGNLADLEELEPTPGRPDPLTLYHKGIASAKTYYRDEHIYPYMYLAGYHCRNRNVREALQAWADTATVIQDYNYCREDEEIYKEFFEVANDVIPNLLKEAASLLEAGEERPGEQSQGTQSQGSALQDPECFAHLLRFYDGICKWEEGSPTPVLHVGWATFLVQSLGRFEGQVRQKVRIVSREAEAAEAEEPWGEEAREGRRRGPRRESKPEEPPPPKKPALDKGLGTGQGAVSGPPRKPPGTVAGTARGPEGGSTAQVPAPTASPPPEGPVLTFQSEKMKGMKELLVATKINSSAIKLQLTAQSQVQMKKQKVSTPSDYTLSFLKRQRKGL
Numbers without * were called inactive; u = inconclusive; x = not tested or not shown; [ ] = remark or other dose. Unless noted, the call rests on the fitted dose curve; in most records, active means well fitted curve in the direction sought with a large enough effect; inconclusive means small, poorly fitted or top-dose-only effect, or another doubt; inactive means no such curve, though single readings can be large; an effect the other way counts as inactive or inconclusive. Not all compounds are listed, so the mix of outcomes need not match the whole.

SMILES	TSG101-PTAP inh	Integrin act MD	A-T KAP1 phos	TSHR antagonist	MBNL1-CUG inh	S-ASM inh	MLL CXXC-DNA inh	TCR activator	Mito fusion act	Menin MLL FP TR
CN(C)c1nc(C(=O)NN)nc(N(C)C)n1	-3.2%	23.6%	-1.3%	3.9	-2.0%	2.3%	4.4%	-0.7%	-7.2%	x
COC(=O)c1ccccc1S(=O)(=O)N1CCC(C(=O)OC(C)C(=O)Nc2ccccc2OC)CC1 (configuration not stated)	-4.9%	0.0%	4.1%	-16.6	x	4.8%	x	-6.2%	6.6%	x
N#Cc1cccc(NC(=O)CN2C(=O)NC(Cc3ccccc3)C2=O)c1 (configuration not stated)	-0.2%	5.7%	11.2%	-0.3	2.0%	-2.1%	-21.8%	1.5%	0.3%	x
CCN1CCOC(CC(=O)Nc2ccc([N+](=O)[O-])cc2)C1=O (configuration not stated)	-3.0%	-12.5%	-3.0%	-7.1	u	2.1%	3.0%	8.6%	-8.5%	x
COC(=O)c1ccccc1NC(=O)CSc1nnc(-c2cccc(NC(C)=O)c2)n1C	-9.9%	-23.7%	0.7%	-7.3	-1.8%	0.1%	-3.0%	5.2%	0.3%	22.4%
OC(COc1cccc2ccccc12)CN1CCN(c2ccccn2)CC1 (configuration not stated)	-4.3%	-25.5%	5.5%	7.0	8.7%	4.0%	0.1%	14.6%	1.1%	-11.0%
Cc1ccc(OCCC(=O)OCC(=O)Nc2ccc3c(c2)OCCO3)cc1	-8.0%	-5.0%	-1.1%	25.5	x	-3.4%	x	10.7%	-4.6%	x
Cc1cc(C)n2c(=O)c3ccc(Cl)cc3nc2c1C#N	1.0%	u	3.1%	-8.6	11.3%	212.6%[activator]	-14.1%	3.3%	8.5%	-10.5%
CCC(C)N(C(=O)COC(=O)CSc1ccc([N+](=O)[O-])cc1)C1CCS(=O)(=O)C1 (configuration not stated)	-2.5%	-4.0%	-4.6%	-1.5	u	-2.0%	17.3%	x	0.9%	x
COc1ccc(/C=C2\SC(=O)N(CC(=O)Nc3cccc(C)c3)C2=O)cc1O	-1.4%	-0.9%	13.9%	-0.4	u	-6.8%	41.2%[activator]	1.5%	3.5%	u
O=C(NCCc1cccnc1)C1CCC(=O)N(CCc2cccc(F)c2)C1 (configuration not stated)	-0.3%	2.7%	-3.5%	6.5	-5.1%	-3.1%	-1.5%	2.5%	-0.6%	x
Cc1cc(C(=O)Nc2ccc(C(=O)O)cc2)c(C)o1	3.4%	17.5%	-3.9%	0.0	-0.3%	3.0%	5.5%	9.3%	-5.9%	-0.5%
COc1cccc(NC(=O)n2nc(N)cc2-c2ccc(Cl)cc2)c1	-1.4%	-6.9%	2.2%	0.7	3.5%	4.0%	1.6%	6.7%	11.5%	u
CCOc1ccc2oc(C(=O)OCC(=O)NCC3CCCO3)c(C)c2c1 (configuration not stated)	-0.5%	-11.6%	-3.9%	-10.1	x	-0.6%	x	-2.1%	1.7%	x
CCn1ncc(CNC(=O)CCCSc2nc(-c3ccco3)cc(C(F)(F)F)n2)c1C	-5.5%	-11.3%	x	-3.7	u	-1.5%	13.3%	-3.8%[46.1 µM]	1.7%	8.6%
COc1cccc(C2C3=C(CCCC3=O)Nc3nc(-c4cc(OC)c(OC)c(OC)c4)nn32)c1 (configuration not stated)	-5.0%	7.4%	-6.5%	25.3	-4.9%	136.6%[activator]	3.6%	-1.4%	1.8%	14.3%
CCN(CC(=O)Nc1c(F)cccc1F)C(=O)c1ccc(S(=O)(=O)NCc2ccco2)cc1	0.0%	-6.7%	-3.9%	-9.1	x	4.3%	x	-4.0%	-1.5%	x
NC(=O)c1ccc(NC(=O)CN2CCN(S(=O)(=O)c3ccc4c(c3)OCCO4)CC2)cc1	-5.1%	19.5%	2.6%	14.6	x	-0.3%	x	-2.8%	-3.8%	x
N#Cc1ccccc1Cn1cc(/C=N/Nc2ccc([N+](=O)[O-])cn2)c2ccccc21	5.7%	20.9%	2.0%	-26.2	35.3%[activator]	-14.2%	5.5%	3.5%	-0.9%	u
Cc1ccc(CNC(=O)COC(=O)CCOc2ccc(C)cc2)cc1	0.1%	6.7%	2.1%	-5.2	x	-1.5%	x	-5.8%	1.8%	x
Cc1ccc(C(=O)/C=C/Nc2ccccc2C(N)=O)o1	-7.0%	16.3%	x	x	u	136.1%[activator]	4.4%	-1.5%	-1.3%	-14.1%
Cc1ccc(S(=O)(=O)Cn2cnnn2)cc1	-8.6%	1.7%	0.3%	-11.1	-1.2%	0.6%	-4.9%	1.5%	2.4%	-2.7%
CC1Cc2ccccc2N1C(=O)CSc1nnc(C2CC2)n1C (configuration not stated)	-0.5%	-8.3%	-0.7%	1.6	-0.8%	1.8%	3.9%	6.7%	-0.2%	0.4%
CCC(NC(=O)c1ccc([N+](=O)[O-])cc1[N+](=O)[O-])c1ccccc1 (configuration not stated)	-8.9%	-6.9%	7.1%	-4.4	u	-0.2%	5.0%	-34.1%	-5.0%	7.0%
COc1cc2c(cc1OC)C(C(=O)NCCN(C)C)C(c1cccs1)N(C)C2=O (configuration not stated)	-0.8%	19.8%	0.4%	-3.9	-1.1%	4.1%	4.9%	4.1%	9.2%	-8.4%
CC(C)[C@H](NC(N)=O)C(=O)NNC(=O)COc1cccc(C(F)(F)F)c1	1.0%	4.6%	0.0%	8.2	-7.2%	0.9%	-3.0%	-2.8%	-11.6%	x
COc1ccc2cc(OCC(=O)NNC(=O)Nc3ccc(C(C)=O)cc3)ccc2c1	-0.3%	-6.5%	21.9%	6.6	13.5%	18.6%	22.0%	-4.5%	1.1%	x
CC(C)(C)C(=O)Nc1ccc(C(=O)CSc2nnc(C3CC3)n2C2CC2)cc1	0.5%	-9.9%	-5.8%	22.9	x	-0.3%	x	-11.1%	-6.2%	x
CN(NC1OC(=O)c2ccccc21)c1ccc(C(F)(F)F)cc1[N+](=O)[O-] (configuration not stated)	-0.1%	17.0%	4.4%	-1.9	-21.3%	0.3%	-10.8%	-0.5%	2.1%	x
CC1(C)C([N+](=O)[O-])C(c2ccc(F)cc2)NC(c2ccc(F)cc2)C1[N+](=O)[O-] (configuration not stated)	-0.3%	u	-1.3%	-0.3	4.9%	-4.7%	5.7%	-1.3%	-4.2%	x
CC1CC(=O)N(c2ccc(NCCc3ccc(O)cc3)c([N+](=O)[O-])c2)C1=O (configuration not stated)	-3.3%	-3.5%	-3.5%	0.8	u	-16.5%	15.6%	-1.5%	-8.2%	6.9%
CCCCCOc1ccc(C(=O)NCCC(=O)NCCCC(=O)OCC)cc1	0.0%	-13.2%	-19.2%	3.0	-6.0%	-2.9%	2.8%	-1.4%	-1.0%	x
N#Cc1ccc2c(c1)C[C@]1(CCCCN3C(=O)c4ccccc4C3=O)Oc3c(c(=O)oc4ccc(F)cc34)C2O1	x	x	-1.7%[11.5 µM]	x	5.5%[11.5 µM]	x	5.2%[23 µM]	x	-1.1%[9.22 µM]	3.5%[11.7 µM]
CC1CCCCC1NC(=O)COC(=O)/C=C/c1ccco1 (configuration not stated)	0.2%	-23.7%	-5.2%	-3.3	x	1.9%	x	9.1%	1.6%	x
CCOc1cc(C(=O)Nc2ccc(C)cc2C)ccc1OCC(=O)N1CCCCC1	-10.7%	u	-1.4%	0.4	-4.9%	5.3%	-15.8%	-8.3%[46.1 µM]	-1.1%	-16.1%
Cc1nc2ccc(NC(=O)CS(=O)(=O)c3ccccc3)cc2s1	-2.0%	-10.7%	0.4%	2.0	x	2.7%	x	2.7%	5.5%	x
